Bioassay records from PubChem.
tim10-1 inh = growth inhibitors of tim10-1 mutant yeast, primary screen, luminescence, uHTS. 2.2% of 330,000 active. S. cerevisiae tim10-1 ts strain growth, BacTiter-Glo, 24 h. inhibition, % at 20 µM. AID 463190, 2010;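 active = inhibition of at least 40%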;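 note: mutant grown at 25 °C; 0% = DMSO wells with yeast and 100% = wells holding no yeast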
hIAP inh = human IAP inhibitors, primary screen, biochemical, luminescence, uHTS | Intestinal-type alkaline phosphatase (Homo sapiens), P09923 | purified IAP, CDP-Star luminescence, 30 min | inhibition, % at 10 µM | 0.12% of 330,000 active | AID 2544, 2010;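 active = inhibition reaching a set limit with compound at 10 µM in the primary screen, cut at about 35% in these data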;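 note: plate controls were DMSO wells with enzyme for no effect and no-enzyme buffer wells for full effect; values of inactives mirror those of a sister screen read the other way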
Target sequence (P09923 whole entry, looked up): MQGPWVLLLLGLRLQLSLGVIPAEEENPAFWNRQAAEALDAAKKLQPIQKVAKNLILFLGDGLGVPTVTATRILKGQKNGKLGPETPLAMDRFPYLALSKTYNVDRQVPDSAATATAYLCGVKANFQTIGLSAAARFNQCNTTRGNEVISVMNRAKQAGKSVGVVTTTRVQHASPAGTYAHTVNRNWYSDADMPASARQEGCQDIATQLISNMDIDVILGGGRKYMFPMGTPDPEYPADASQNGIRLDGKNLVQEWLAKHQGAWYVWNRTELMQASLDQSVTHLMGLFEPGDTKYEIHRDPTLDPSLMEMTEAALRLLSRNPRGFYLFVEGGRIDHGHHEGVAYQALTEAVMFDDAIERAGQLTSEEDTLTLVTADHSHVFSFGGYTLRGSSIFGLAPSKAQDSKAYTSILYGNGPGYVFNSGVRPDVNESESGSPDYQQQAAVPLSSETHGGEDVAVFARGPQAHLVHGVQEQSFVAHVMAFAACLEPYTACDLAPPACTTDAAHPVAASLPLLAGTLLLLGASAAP
mIAP activ = activators of mouse IAP, primary screen, biochemical, luminescence, uHTS; intestinal alkaline phosphatase [Mus musculus]; muIAP, CDP-Star luminescence, 30 min; active compounds read high; 1 = vehicle-only enzyme signal, 0 = enzyme-free wells; activation factor at 10 µM; 0.24% of 330,000 active;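 active = activation factor of at least 2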; note: the source names both 10 and 20 µM as test concentration; values of inactives mirror those of a sister screen read the other way
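also added = chemiluminescent substrate CDP-Star | test system = mouse IAP enzyme | signal = chemiluminescence readout | compound = DMSO-dissolved test compounds | incubation = 30 min at room temperature | benchmarks = DMSO wells, no-enzyme wells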
mIAP block = inhibitors of mouse IAP, primary screen, biochemical, luminescence, uHTS; intestinal alkaline phosphatase [Mus musculus]; purified mouse IAP, CDP-Star luminescence, 30 min; inhibition, % at 10 µM; 0.2% of 330,000 active; AID 2806, 2010;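 active = inhibition of at least 40% at 10 µM in the primary screen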;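 note: plate controls were DMSO with enzyme for no effect and no enzyme wells for full effect; values of inactives mirror those of a sister screen read the other way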
TIM10 inh = growth inhibitors of isogenic TIM10 control yeast, primary screen, counter-screen for tim10-1 yeast inhibitor project, luminescence, uHTS. S. cerevisiae TIM10 strain growth, BacTiter-Glo luminescence, 24 h. inhibition, % at 10 µM. 1.4% of 330,000 active. AID 463195, 2010;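 active = inhibition of 40% or more at the single tested concentration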;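 note: wild-type TIM10 isogenic control strain grown at permissive 25 °C; 0% = DMSO yeast wells and 100% = minimal medium wells without yeast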
Apaf-1 inh = inhibitors of human Apaf-1 apoptosome, primary screen, biochemical, DEVD-Rh110 fluorescence, uHTS | Apoptotic protease-activating factor 1 (Homo sapiens), O14727 | reconstituted apoptosome caspase-3 activity | inhibition, % at 20 µM | 0.71% of 330,000 active | AID 489030, 2010; active = inhibition of at least 40% at 20 µM;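 note: plate controls were DMSO wells for no effect and DEVD-CHO caspase inhibitor wells for full effect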
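System – cell-free apoptosome with Apaf-1, procaspase-3 and caspase-9 · Buffer or medium – pH 7.5 Hepes buffer with CHAPS, BSA, DTT · Also added – cytochrome c with DEVD-Rh110 · Times – 30 min compound preincubation, 50 min activation, room temperature · Technique – Rh110 fluorescence intensity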
ATG4B inh = ATG4B protease inhibitors, primary screen, biochemical, fluorescence, uHTS. Cysteine protease ATG4B (Homo sapiens), Q9Y4P1. ATG4B cleavage of LC3-PLA2, NBD-HPC fluorescence, 1 h. inhibition, % at 8.33 µM. 0.51% of 340,000 active; in the data active = inhibition above about 40%
Target sequence (Q9Y4P1 whole entry, looked up): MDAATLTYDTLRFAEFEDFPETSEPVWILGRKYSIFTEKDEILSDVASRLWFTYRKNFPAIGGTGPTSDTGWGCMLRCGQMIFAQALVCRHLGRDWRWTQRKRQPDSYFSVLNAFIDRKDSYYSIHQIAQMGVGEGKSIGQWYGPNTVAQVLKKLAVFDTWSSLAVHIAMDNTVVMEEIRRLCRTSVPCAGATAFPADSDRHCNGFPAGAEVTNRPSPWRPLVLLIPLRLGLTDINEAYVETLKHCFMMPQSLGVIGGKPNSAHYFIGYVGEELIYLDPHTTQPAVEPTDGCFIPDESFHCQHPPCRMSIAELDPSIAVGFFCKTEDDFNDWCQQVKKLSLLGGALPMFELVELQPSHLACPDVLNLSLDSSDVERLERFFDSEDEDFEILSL
NLRP3 yeast inh = NALP3 inflammasome inhibitors in reconstituted yeast, primary screen, luminescence, uHTS | Yeast reconstituted NLRP3/ASC/caspase-1, beta-gal luminescence, 24 h | inhibition, % at 10 µM | 0.39% of 330,000 active | AID 2825, 2010;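 active = inhibition of 50% or more; inactive = inhibition below 50%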;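 note: plate controls were induced DMSO wells for no effect and uninduced yeast grown without galactose for full effect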
hIAP activ = human IAP activators, primary screen, biochemical, luminescence, uHTS; Intestinal-type alkaline phosphatase (Homo sapiens), P09923; purified human IAP, CDP-Star luminescence, 30 min; active compounds read high; 1 = vehicle-only enzyme, 0 = enzyme-free background; activation factor at 10 µM; 0.16% of 330,000 active;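 active = activation factor of the enzyme at least 2-fold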; note: the source names both 10 and 20 µM as test concentration; values of inactives mirror those of a sister screen read the other way
An asterisk follows results filed as active. Not a hit list; any-hit rate near 4.5%.

Under each structure: tim10-1 inh, hIAP inh, mIAP activ, mIAP block, TIM10 inh, Apaf-1 inh, ATG4B inh, NLRP3 yeast inh, hIAP activ
1	Cc1cccc(NC(=O)Cn2c(=O)oc3cc(S(=O)(=O)N4CCCC4)ccc32)n1
  5, 14, 0.96, 4, 3, -1, -4, 15, 0.86
2	COc1ccc(C(=O)NNC(=S)NC2CCCCC2)cc1OC
  4, -75, 1.4, -43, 16, -9, 4, 12, 1.8
3	COc1ccc(CCC(=O)OCC(=O)Nc2ccc(OC)c(OC)c2)cc1OC
  17, 5, 1, -2, 11, -1, 0, 9, 0.95
4	c1ccc2c(c1)CCCN2c1nc(N2CCOCC2)nc(N2CCOCC2)n1
  -4, 5, 1, 0, -10, 5, -9, 3, 0.95
5	CCN(CC)S(=O)(=O)c1ccc(N2CCCC2)c(NC(=O)CC(C)(C)C)c1
  14, -2, 0.97, 3, -17, -4, -6, -1, 1
6	CC(C)Cc1nnc(NC(=O)CCC(=O)Nc2ccc3cn[nH]c3c2)s1
  1, -14, 1, -4, -15, 1, -6, -4, 1.1
7	CC(NCc1ccc2c(c1)OCO2)C(=O)N1CCc2ccccc21 (centres undefined)
  -10, -9, 1, 0, -13, -3, -1, 3, 1.1
8	CC(=O)c1ccccc1OC(=O)c1c(F)cccc1F
  17, -2, 0.96, 4, 18, -23, -2, 5, 1
9	CCOC(=O)N1CCN(C(=O)CSc2nnc(CNC(=O)c3c(F)cccc3Cl)o2)CC1
  7, -4, 0.94, 6, -2, -3, -11, 24, 1
10	O=C(CSc1nnc(NC(=O)C2CC2)s1)Nc1ccccc1C(F)(F)F
  -15, 20, 0.98, 2, 13, -2, -4, 11, 0.8
11	COc1ccc(/C=C/C2=Nc3ccccc3NC(C)(C)C2)cc1OC
  19, -16, 1, -4, 13, 0, -2, -4, 1.2
12	Cc1csc(NC(=O)CSc2nnnn2C)n1
  4, -4, 1, -3, -12, -4, 1, -4, 1
13	CCOP(=O)(OCC)C(Nc1ccccc1)c1ccco1 (centres undefined)
  0, 2, 1, -3, 11, 1, -6, 27, 0.98
14	O=C(CC(c1ccco1)S(=O)(=O)c1ccccc1)c1ccc(F)cc1 (centres undefined)
  22, 2, 1, 0, -2, -8, -3, -6, 0.98
15	Oc1cccc(Oc2ncc(C(F)(F)F)cc2Cl)c1
  49*, -28, 1, -1, 24, -2, 2, 1, 1.3
16	COCCCC1CCN(C(=O)C2CCC(=O)N(CCc3cccc(F)c3)C2)CC1 (centres undefined)
  10, -20, 0.99, 1, -2, -13, -8, 12, 1.2
17	Cc1ccccc1NC(=O)c1c(Cl)nc(C)c(Cl)c1C
  12, 17, 0.98, 2, 3, 1, 4, 5, 0.83
18	CN1CCC(OC(=O)COc2ccc(F)cc2)CC1
  5, 3, 0.89, 11, -10, -6, -7, -5, 0.97
19	CNC(=S)Nc1ccc([N+](=O)[O-])c(C)c1
  -2, -2, 1.1, -6, -4, -11, -3, -12, 1
20	Cc1nnc(SCC(=O)Nc2ccccc2F)n(N)c1=O
  -15, -32, 1, 0, -2, -4, 1, 4, 1.3
21	Cc1cc(C(=O)Nc2cccc3cccnc23)ccc1[N+](=O)[O-]
  18, 3, 0.92, 8, 10, 9, 6, -10, 0.97
22	CCC(=O)N1c2ccc(S(=O)(=O)N3CCN(CC)CC3)cc2CC1C (centres undefined)
  -5, -5, 1, -1, 2, -1, 4, 1, 1
23	O=C(OCc1nnc(-c2ccccc2)o1)C1CC(=O)N(c2ccccc2)C1 (centres undefined)
  -20, -6, 0.96, 4, -16, -1, -5, 9, 1.1
24	COc1ccc(C(=O)[C@H]2[C@H]3C(=O)N(c4ccc(OC(C)=O)cc4)C(=O)[C@H]3C3C=CC=NN32)cc1 (some centres undefined)
  3, 5, 1, -2, -17, -4, -12, 11, 0.95
25	OC(COc1c(Cl)cc(Cl)cc1Cl)CN1CCCCC1 (centres undefined)
  7, 27, 1, -2, 4, -88, -1, 7, 0.73
26	CN(c1ccccc1C(=O)Nc1cccc(C(F)(F)F)c1)S(C)(=O)=O
  -11, -25, 1.1, -11, -9, 7, -2, 9, 1.3
27	C/C(=N\NC(=O)c1ccc(NS(=O)(=O)c2cccs2)cc1)c1cccs1
  21, -10, 1.1, -11, 6, 6, 0, -14, 1.1
28	CCOC(=O)c1ccc(N2C(=O)c3n[nH]c(C)c3C2c2ccccc2)cc1 (centres undefined)
  21, -42, 0.93, 7, 16, 22, -9, 4, 1.4
29	CCOc1ccc(CCNC(=O)COC(=O)c2ccc(C)c([N+](=O)[O-])c2)cc1OCC
  12, 6, 1, -2, 16, 11, 4, 11, 0.94
30	CCCCc1cc(=O)oc2c(CN(CC)CC)c(O)c(Cl)cc12
  -4, -6, 1.1, -5, -7, -7, -19, 0, 1.1

By substructure, the entries above containing a furan ring, fused or not.
Under each structure: tim10-1 inh, hIAP inh, mIAP activ, mIAP block, TIM10 inh, Apaf-1 inh, ATG4B inh, NLRP3 yeast inh, hIAP activ
13	CCOP(=O)(OCC)C(Nc1ccccc1)c1ccco1 (centres undefined)
  0, 2, 1, -3, 11, 1, -6, 27, 0.98
14	O=C(CC(c1ccco1)S(=O)(=O)c1ccccc1)c1ccc(F)cc1 (centres undefined)
  22, 2, 1, 0, -2, -8, -3, -6, 0.98

(cont.)
Under each structure: tim10-1 inh, hIAP inh, mIAP activ, mIAP block, TIM10 inh, Apaf-1 inh, ATG4B inh, NLRP3 yeast inh, hIAP activ
31	Cc1cc2sc(NC(=O)c3ccco3)nc2cc1Cl
  21, -24, 0.92, 8, 18, -7, 2, 21, 1.2
32	CCCC(=O)Nc1ccc2c(c1)nc1n2CCSC1
  13, -19, 0.82, 18, -3, 3, -1, 8, 1.2
33	FC(F)Oc1ccc(NC(=S)NCc2ccccc2)cc1
  12, -8, 1.7, -65, -2, 2, 25, 16, 1.1
34	CC1(OC(=O)C2CCCC2)C(=O)C=C2C=C(c3ccsc3)N(CCc3ccccn3)C=C2C1=O (centres undefined)
  8, -18, 1, -3, 7, 33, -3, 11, 1.2
35	O=C1CSC(c2ccccc2)N1Nc1nc(N2CCOCC2)nc(N2CCOCC2)n1 (centres undefined)
  -5, 13, 1.1, -10, -1, 6, -2, 2, 0.87
36	O=C(c1ccco1)N1CCN(C(=O)N2CCCC2)CC1
  -1, 2, 0.96, 4, -24, -29, -2, 5, 0.98
37	CCOc1ccccc1N(CC(=O)Nc1ccccc1)S(=O)(=O)c1ccccc1
  13, -16, 1.3, -31, 2, 14, 5, 16, 1.2
38	Cc1ccc(-c2cc(C(=O)Nc3nn[nH]n3)c3ccccc3n2)cc1
  8, 13, 0.95, 5, 0, -6, 4, 20, 0.87
39	Cc1cc(C(F)(F)F)nn2cnnc12
  6, 0, 1, -4, 5, 2, -3, 15, 1
40	CC(C)c1ccc(-c2c(C#N)c(N)nc3c2CCCCC3)cc1
  0, 0, 1, 0, 13, 9, 19, 15, 1
41	CCc1nnc(NS(=O)(=O)c2ccc(N/C=C\C(=O)c3cccc4ccccc34)cc2)s1
  19, 11, 0.86, 14, 10, 13, 4, 6, 0.89
42	O=C(NCC1COc2ccccc2O1)c1cccc(S(=O)(=O)N2CCOCC2)c1 (centres undefined)
  5, 1, 1.2, -16, -1, 8, 5, 7, 0.99
43	Cc1ccc2cccc(Oc3nnnn3-c3ccccc3)c2n1
  34, 20, 1, -5, 4, 15, -3, -10, 0.8
44	CCOC(=O)C1CN(S(=O)(=O)c2ccccc2)C1
  12, -36, 1, -3, 4, -4, 5, 5, 1.4
45	O=C(NC1CCCC1)C(c1ccsc1)N(CCc1ccccc1)C(=O)Cc1cccs1 (centres undefined)
  14, -12, 0.96, 4, 5, -12, 5, -10, 1.1
46	CCOc1ccc(Br)cc1S(=O)(=O)Nc1cccc(S(=O)(=O)N(CC)CC)c1
  30, 3, 1.1, -6, 11, 16, -5, -6, 0.97
47	CCC(C(=O)N1CCC(N2CCCCC2)CC1)n1nc(C)c2sc3ccccc3c2c1=O (centres undefined)
  -1, 21, 0.91, 9, 5, 7, -8, 15, 0.79
48	COc1cc(OC)c(OC)cc1/C=N/NC(=O)c1ccc(=O)n(C)c1
  -4, 12, 0.95, 5, 4, 2, -7, 14, 0.88
49	COC(=O)c1c(NC(NC(C)=O)C(Cl)(Cl)Cl)sc2c1CCCC2 (centres undefined)
  33, -8, 0.94, 6, 32, 8, 0, 11, 1.1
50	O=C(NCCS(=O)(=O)N1CCN(c2ccccc2F)CC1)C1CC(=O)N(c2ccc(F)cc2)C1 (centres undefined)
  -10, -2, 1, 0, -13, 5, -3, 13, 1
51	COc1ccc2c(c1)CC/C(=C/c1ccco1)C2=O
  12, 7, 0.98, 2, -7, 1, -3, 33, 0.93
52	Cc1cccn2c(=O)c(/C=N/O)c(N3CCCC3)nc12
  4, 13, 0.97, 3, -2, -13, -8, -6, 0.87
53	Cn1ccs/c1=N\S(=O)(=O)c1ccc(Br)cc1
  17, 10, 1.1, -6, -3, 14, -16, 12, 0.9
54	O=S(=O)(c1ccccc1)N(CC(O)CN1CCCC1)c1ccccc1 (centres undefined)
  -31, -6, 1.1, -9, -21, 17, -2, 6, 1.1
55	CCOC(=O)c1sc(NCc2ccco2)c(-c2nc3ccccc3s2)c1N
  32, -14, 0.72, 28, 20, 9, 5, 13, 1.1
56	Cc1nc2cc(Nc3ccncc3)ccc2s1
  -6, -2, 0.96, 4, -21, -23, 2, 8, 1
57	CCCN1C2=NCCN2c2ccccc21
  -4, 6, 0.95, 5, 8, -5, -2, -7, 0.94
58	COc1ccc(OC)c(Nc2ncnc3sccc23)c1
  7, 1, 1, -5, 4, 4, 4, 4, 0.99
